ROMK primary: ROMK potassium channel modulators, primary screen, cell-based, thallium flux, MLSMR library; Tet-inducible ROMK, thallium flux fluorescence; actives lie on both sides; B-score at 10 µM; hit rate 2% among 130,000;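 active = signal ratio slope over the read window, or its plate-corrected B-score, at least 3 SD from the plate mean, either direction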;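 note: B-score of the F/F0 ratio slope over 7 to 12 s after thallium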
PPARg SRC3 recr: PPARgamma agonists recruiting SRC-3 coactivator, primary screen, biochemical. Peroxisome proliferator-activated receptor gamma (Homo sapiens), P37231. biochemical PPARgamma/SRC-3 coactivator recruitment assay. activation, % at 8 µM. hit rate 0.26% among 200,000. AID 731, 2007; in the data active = activation above about 23%;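 note: 0% = DMSO and 100% = reference agonist; some compounds past the cut are filed as inactive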
Target sequence (P37231 whole entry, looked up): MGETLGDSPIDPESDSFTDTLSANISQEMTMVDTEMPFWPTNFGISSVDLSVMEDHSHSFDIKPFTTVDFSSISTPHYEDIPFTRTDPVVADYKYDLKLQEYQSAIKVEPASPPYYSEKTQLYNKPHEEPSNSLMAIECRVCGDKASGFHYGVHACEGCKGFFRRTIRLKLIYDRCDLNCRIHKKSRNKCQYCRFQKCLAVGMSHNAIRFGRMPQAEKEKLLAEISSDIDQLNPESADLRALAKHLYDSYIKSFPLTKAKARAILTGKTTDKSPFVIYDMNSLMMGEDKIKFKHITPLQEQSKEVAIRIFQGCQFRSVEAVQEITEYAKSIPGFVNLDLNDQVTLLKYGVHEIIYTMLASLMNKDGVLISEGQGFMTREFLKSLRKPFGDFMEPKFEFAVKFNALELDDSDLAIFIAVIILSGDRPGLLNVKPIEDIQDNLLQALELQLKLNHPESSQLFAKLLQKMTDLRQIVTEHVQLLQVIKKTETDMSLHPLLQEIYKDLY
PPARg SRC2 recr: agonists of PPARg-SRC-2 recruitment, primary screen, biochemical, HTS; PPARgamma LBD-SRC-2 recruitment; activation, % at 8 µM; hit rate 0.34% among 200,000; AID 1032, 2008; in the data active = activation above about 22%;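 note: 0% = vehicle and 100% = reference agonist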
TNAP act hi DEA: TNAP activators at high phosphate acceptor level, primary screen, biochemical, luminescence, uHTS; purified TNAP, CDP-star luminescence, 1 M DEA, 30 min; active compounds read high; 0 = EDTA background, 1 = DMSO-only activity; activation factor at 20 µM; 200,000 tested, under 10 active; Alkaline phosphatase, tissue-nonspecific isozyme (Homo sapiens), P05186;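 active = activation factor at least 2 at 20 µM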
Target sequence (P05186 whole entry, looked up): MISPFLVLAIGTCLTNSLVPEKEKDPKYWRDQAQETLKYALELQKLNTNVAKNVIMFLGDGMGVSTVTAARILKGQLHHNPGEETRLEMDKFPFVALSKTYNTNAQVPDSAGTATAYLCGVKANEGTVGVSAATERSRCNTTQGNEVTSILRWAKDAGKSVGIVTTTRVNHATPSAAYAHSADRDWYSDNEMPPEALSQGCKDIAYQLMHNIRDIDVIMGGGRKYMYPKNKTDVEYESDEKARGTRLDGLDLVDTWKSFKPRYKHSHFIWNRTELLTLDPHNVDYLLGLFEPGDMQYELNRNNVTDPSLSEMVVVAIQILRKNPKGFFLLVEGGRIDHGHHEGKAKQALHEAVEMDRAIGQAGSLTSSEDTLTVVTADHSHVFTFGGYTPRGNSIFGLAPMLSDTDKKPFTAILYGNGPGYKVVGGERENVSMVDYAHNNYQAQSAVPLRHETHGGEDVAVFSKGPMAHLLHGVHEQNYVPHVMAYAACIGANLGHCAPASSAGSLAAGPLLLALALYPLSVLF
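Dosing: 20 µM single point. System: human TNAP. Amount: TNAP 1/800 final. Incubation: 30 min, room temperature. Read-out: TNAP activation factor scaled between EDTA and DMSO control wells. Signal: luminescence from CDP-star hydrolysis. Medium: 1 M DEA, pH 9.8, Mg2+, Zn2+. Control set: EDTA negative control, DMSO positive control.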
STAT3 activator: IL-6 driven STAT3 reporter potentiators, primary screen, U3A cells, luciferase, luminescence, MLSCN library; IL-6 STAT3-luciferase reporter; 100% = signal with IL-6 EC80 alone; activation (% of control), % at 5.6 µM; hit rate 0.91% among 190,000; AID 871, 2007;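 active = activation above the screen-wide mean of compound activation plus 3 SD, cut at about 130% in these data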;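 note: 0% = background luminescence of wells with medium and substrate only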
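System – human U3A cells carrying STAT3-luciferase construct · Probe or stimulus – Interleukin-6, 33 ng/mL · Schedule – compound 1 h, then IL-6 6 h at 37 °C · Signal – luminescence from STAT3-driven luciferase reporter · Evaluation – percent of IL-6-only median luminescence · Benchmarks – IL-6-only high control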
TR-FRET SRC-2 ct: TR-FRET signal artefacts, primary screen, artefact control for PPARgamma SRC-2 agonist project, biochemical | hit rate 0.4% among 200,000 | TR-FRET artefact counter-screen; active compounds read high | TR-FRET ratio at 8 µM; in the data active = TR-FRET ratio above about 2000; note: inactives centre near 1500
PPARg SRC-1 ag: PPARgamma agonists recruiting SRC-1 coactivator, primary screen, biochemical; PPARgamma-SRC-1 coactivator recruitment biochemical assay; activation, % at 8 µM; hit rate 0.41% among 200,000; AID 631, 2007; in the data active = activation above about 19%;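 note: 0% = DMSO and 100% = reference agonist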
STAT1 blocker: STAT1 signaling inhibitors, primary screen, cell-based, HTS, luciferase reporter; inhibition, % at 5.5 µM; NIH 3T3 STAT1-luciferase reporter, IFN-gamma, luminescence; hit rate 0.35% among 200,000;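 active = inhibition above a set limit, the mean inhibition across all tested compounds plus 3 SD, cut at about 34% in these data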;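 note: 0% = IFN-gamma with DMSO and 100% = IFN-gamma with 300 µM nifuroxazide; values of inactives mirror those of a sister screen read the other way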
bIAP inh: bovine intestinal alkaline phosphatase inhibitors, primary screen, selectivity assay for TNAP inhibitor project, biochemical, bovine IAP, CDP-star luminescence. alkaline phosphatase, intestinal [Bos taurus]. purified bovine IAP, 30 min. inhibition, % at 20 µM. 190,000 tested, under 10 active;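 active = over 50% inhibition of intestinal alkaline phosphatase at 20 µM in the single-dose screen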
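Assay system – bovine IAP enzyme · Quantity – bovine IAP at 1/65,000,000 final dilution · Detection – CDP-star luminescence signal · Times – 30 min reaction at room temperature · Also added – CDP-star substrate at 30 µM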
STAT3 blocker: IL-6 driven STAT3 reporter inhibitors, primary screen, U3A cells, luciferase, luminescence, MLSCN library; hit rate 0.89% among 190,000; AID 862, 2007; IL-6 STAT3-luciferase reporter; host cell line lacks STAT1; inhibition, % at 5.5 µM;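 active = inhibition above the mean inhibition across all screened compounds plus 3 SD, cut at about 44% in these data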;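 note: 0% = DMSO only wells and 100% = 100 µM nifuroxazide control wells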
bIAP act: bovine intestinal alkaline phosphatase activators, primary screen, biochemical, bovine IAP, CDP-star luminescence; AID 1016, 2008; hit rate 0.17% among 200,000; activation factor at 20 µM; purified bovine IAP, 30 min; active compounds read high; fold of DMSO-control signal, blank-subtracted;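 active = activation factor of 2 or more at 20 µM, a signal rise over negative controls twice the positive control's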
Numbers without * were called inactive; nt = not tested or not shown.

SMILES | ROMK primary | PPARg SRC3 recr | PPARg SRC2 recr | TNAP act hi DEA | STAT3 activator | TR-FRET SRC-2 ct | PPARg SRC-1 ag | STAT1 blocker | bIAP inh | STAT3 blocker | bIAP act
O=C(Nc1ccc(C(=O)N2CCCCC2)cc1)C1CCCCC1 | nt | -1 | -4 | 1.1 | 98 | 1466 | -9 | 3 | 1 | 6 | 1
O=c1[nH]c(CNCc2cccnc2)nc2ccccc12 | -0.11 | 0 | 0 | 1 | 98 | 1762 | 6 | -8 | 4 | 7 | 1
COc1ccccc1N=Cc1c(O)c2ccccc2oc1=O | nt | 5 | 9 | 1 | 103 | 1759 | 10 | -3 | -7 | 0 | 1.1
N#CC1=C(N)OC(c2ccccc2)=C(C#N)C1c1ccc2c(c1)OCO2 (centres undefined) | nt | -2 | 4 | 1 | 99 | 1599 | 4 | 3 | 12 | 6 | 0.9
O=C(/C=C/c1ccco1)N1CCc2ccccc21 | -0.72 | 0 | 3 | 1.1 | 73 | 1532 | 4 | 12 | 8 | 35 | 0.9
CN1C(=O)/C(=C/c2ccco2)SC1=Nc1cccc(C(=O)O)c1 | -0.13 | -5 | -2 | 1 | 102 | 1362 | 0 | 3 | -5 | 4 | 1.1
COc1ccc(-n2c(-c3ccc(Br)cc3)c[n+]3c2CCC3)cc1 | nt | 3 | 1 | 1 | 83 | 1720 | -3 | 21 | -4 | 22 | 1
O=S(=O)(c1ccc(Cl)nc1)N1CCCc2ccccc21 | nt | 5 | 0 | 1 | 107 | 1547 | 6 | 6 | 6 | -10 | 0.9
Cn1c(=O)oc2cc(S(=O)(=O)NC3CCN(Cc4ccccc4)CC3)ccc21 | nt | 13 | 10 | 1 | 104 | 1559 | -1 | 3 | 11 | 1 | 0.9
COc1cc(/C=C2\SC(c3ccc(C)cc3)=NC2=O)cc(OC)c1OC | nt | 13 | 2 | 0.9 | 104 | 1534 | 10 | -2 | 30 | 2 | 0.7
CCC(C)(C(=O)NC1CCCC1)N(Cc1cccs1)C(C)=O (centres undefined) | 1 | -4 | 1 | 1 | 99 | 1585 | 0 | 0 | 2 | 0 | 1
Cc1ccc(N2CS(=O)(=O)/C(=C/N(C)C)C2=O)cc1 | nt | 3 | -2 | 1.1 | 105 | 1417 | -2 | -55 | 4 | -1 | 1
O=S(=O)(c1ccccc1)C(/C=N\O)/C=C/c1ccccc1 (centres undefined) | nt | 4 | 6 | 1 | 101 | 1555 | 14 | 9 | -7 | 2 | 1.1
CCOc1cc(S(=O)(=O)n2nc(C)cc2C)ccc1F | nt | 11 | 6 | 1.1 | 96 | 1572 | -1 | 17 | -1 | 8 | 1
COC(=O)C(C)Sc1nnc(SC(C)C(=O)OC)s1 (centres undefined) | nt | 6 | -3 | 1 | 95 | 1523 | 4 | -3 | 1 | 14 | 1
COc1ccc(NC(=O)c2c3c(nc4ccccc24)CCC3)cc1S(=O)(=O)N1CCOCC1 | -0.13 | 1 | -5 | 1 | 108 | 1511 | 2 | 5 | 0 | 0 | 1
CC(=O)c1ccc(OC(C)C)c(CSc2nc(O)cc(=O)[nH]2)c1 | nt | 6 | 7 | 1 | 101 | 1577 | 3 | -4 | 3 | 8 | 1
Cc1ccc(NC(=O)CCn2nc([N+](=O)[O-])cc2C)nc1 | -0.18 | 4 | 15 | 1 | 94 | 1602 | 5 | 3 | 7 | 6 | 0.9
Nc1cc(F)ccc1N1CCCCCC1 | 0.36 | 3 | 8 | 1 | 102 | 1508 | 5 | 6 | -2 | -2 | 1
COC(=O)C(CCCN1C(=O)c2ccccc2C1=O)(NC(C)=O)c1nn[nH]n1 (centres undefined) | -0.38 | 2 | -1 | 1 | 102 | 1571 | 12 | -3 | 4 | 6 | 1
COc1ccc(S(=O)(=O)N2CCCC2C(=O)NCc2ccccc2Cl)cc1 (centres undefined) | -0.78 | 1 | -8 | 1 | 99 | 1604 | 2 | -11 | -9 | 3 | 1.1
O=C(O)c1cc(S(=O)(=O)O)ccc1O | nt | 0 | -11 | 1 | 98 | 1419 | -2 | -7 | -3 | 8 | 1
CCOC(=O)c1cc2sccc2n1CC(=O)N1c2ccccc2CC1C (centres undefined) | 0.17 | -1 | 4 | 1.1 | 95 | 1454 | -1 | -5 | -3 | 9 | 1
Cc1ccccc1-c1ccc(Nc2ccc(N3CCOCC3)cc2)nn1 | -0.9 | 2 | -1 | 1 | 91 | 1450 | 10 | -11 | 18 | 16 | 0.8
O=C(OCc1nnc(-c2ccc(Cl)cc2)o1)c1ccncc1 | -0.17 | 6 | 8 | 1.1 | 103 | 1449 | 8 | -9 | -3 | 4 | 1
COCc1cc(C)n(CC(=O)OC)c(=O)c1C#N | 0.066 | 0 | -3 | 1 | 94 | 1267 | -1 | -6 | -14 | 9 | 1.1
CCOCCCNC(=O)C(NC(=O)c1ccc(NC(C)=O)cc1)c1ccc(Cl)cc1 (centres undefined) | 0.78 | -3 | -6 | 1 | 87 | 1391 | 4 | 14 | 26 | 18 | 0.7
COc1ccc2c(c1)c(=O)oc1cc(OCC(=O)N3CCc4ccccc4C3)ccc12 | 0.43 | -11 | -1 | 1 | 104 | 1293 | 0 | 5 | 0 | -5 | 1
CCOC(=O)c1ccc(N2C(=O)CC(N3CCN(C/C=C/c4ccccc4)CC3)C2=O)cc1 (centres undefined) | nt | -2 | 8 | 1 | 102 | 1680 | -5 | 2 | -7 | 2 | 1.1
O=C(NCc1cccs1)Nc1cccs1 | nt | 8 | 5 | 1.1 | 97 | 1682 | 0 | 2 | 6 | 7 | 0.9

Already shown: two of the compounds above.
SMILES | ROMK primary | PPARg SRC3 recr | PPARg SRC2 recr | TNAP act hi DEA | STAT3 activator | TR-FRET SRC-2 ct | PPARg SRC-1 ag | STAT1 blocker | bIAP inh | STAT3 blocker | bIAP act
Cc1ccccc1-c1ccc(Nc2ccc(N3CCOCC3)cc2)nn1 | -0.9 | 2 | -1 | 1 | 91 | 1450 | 10 | -11 | 18 | 16 | 0.8
O=C(OCc1nnc(-c2ccc(Cl)cc2)o1)c1ccncc1 | -0.17 | 6 | 8 | 1.1 | 103 | 1449 | 8 | -9 | -3 | 4 | 1

Next part:
SMILES | ROMK primary | PPARg SRC3 recr | PPARg SRC2 recr | TNAP act hi DEA | STAT3 activator | TR-FRET SRC-2 ct | PPARg SRC-1 ag | STAT1 blocker | bIAP inh | STAT3 blocker | bIAP act
Cc1cc(=O)oc2cc(Oc3ccc([N+](=O)[O-])cc3C(F)(F)F)ccc12 | nt | 12 | 5 | nt | 108 | 1352 | -5 | -8 | nt | -4 | nt
C=CCOc1ccc(CNn2cn[nH]c2=S)cc1OC | nt | 7 | 8 | 1 | 108 | 1577 | 4 | -9 | 14 | -7 | 0.9
CC(C)CC1N=C2c3ccccc3N=C(SCc3cc(=O)n4ccccc4n3)N2C1=O (centres undefined) | -0.53 | -9 | -4 | nt | 94 | 1420 | -12 | 1 | nt | 10 | nt
CCc1c(C)nc(N)nc1OCC(F)(F)C(F)F | nt | -19 | -2 | 1.1 | 95 | 1532 | 6 | 7 | 7 | 10 | 0.9
CCN1CCN(C(=O)CS(=O)Cc2nc(-c3ccc(OC)cc3)oc2C)CC1 (centres undefined) | nt | -1 | 1 | 1 | 104 | 1396 | 1 | -1 | -4 | 5 | 1
Cc1ccc(CNS(=O)(=O)c2ccc3c(c2)n(C)c(=O)c(=O)n3C)cc1 | 0.74 | 4 | 4 | 1.1 | 92 | 1632 | 1 | 1 | -2 | 13 | 1
Cc1cc2nc(N3C(=O)CNC3=S)sc2cc1C | 0.52 | -2 | 1 | 1.1 | 62 | 1539 | 0 | -5 | 8 | 48* | 0.9
O=C(CSc1nccn1Cc1ccccc1)NCc1ccccc1 | -0.23 | 9 | 11 | 1 | 96 | 1560 | 4 | -1 | 10 | 9 | 0.9
C=CCNCCOCCSc1ccc(Cl)cc1 | -0.063 | 4 | 4 | 1 | 100 | 1714 | 4 | 12 | 24 | 4 | 0.8
CCOC(=O)N1CCN(C(=O)C2CCN(S(=O)(=O)N3CCCC3)CC2)CC1 | 0.94 | 2 | -4 | 1 | 102 | 1480 | 6 | -5 | -7 | 1 | 1.1
Cc1ccc(S(=O)(=O)N2CCC(C(=O)NCCc3ccc(S(N)(=O)=O)cc3)CC2)cc1 | -0.0015 | 11 | 3 | 1.1 | 99 | 1531 | -1 | 3 | 5 | 7 | 1
CN(C)S(=O)(=O)n1cnc2ccccc21 | nt | 12 | 0 | 1 | 105 | 1517 | -4 | 14 | 12 | -2 | 0.9
COc1ccc(OCCC(=O)OCC(=O)NCCc2ccccc2)cc1 | -0.0026 | 0 | 3 | 1 | 95 | 1643 | 6 | -23 | -4 | 8 | 1
COc1ccc(Oc2ncnc3c2ncn3Cc2ccccc2)cc1 | nt | 2 | 11 | 1.1 | 93 | 1544 | 1 | -3 | 4 | 10 | 1
COC(c1ccccc1)c1nnc(CCC(=O)NC2CCCCC2)o1 (centres undefined) | 0.19 | 7 | 8 | 1 | 98 | 1689 | 1 | 9 | 5 | 5 | 1
CC(=O)c1cccc(NC(=O)C(OC(=O)/C=C/c2ccc3c(c2)OCO3)c2ccccc2)c1 (centres undefined) | -0.5 | 3 | 8 | 1 | 109 | 1617 | 4 | -8 | 16 | -10 | 0.8
CN(CCc1ccccn1)C(=O)Nc1ccc(Cl)cc1 | -1.1 | 2 | 4 | 1.1 | 98 | 1713 | 0 | -18 | -1 | 3 | 1
Cc1cccc(NC(=O)Nc2ccc(C)c(C)c2)n1 | 0.26 | 0 | 6 | 1 | 135* | 1798 | 7 | -31 | 14 | -33 | 0.9
Cc1ccc(-c2csc3nc[nH]c(=O)c23)cc1 | 1.1 | -2 | -2 | 1 | 87 | 1351 | -2 | 4 | -23 | 18 | 1.2
CCc1nnc(NC(=O)C2Cc3ccccc3CN2S(=O)(=O)c2c(C)c(C)cc(C)c2C)s1 (centres undefined) | -0.84 | 5 | 8 | 1 | 98 | 1695 | 11 | 0 | -4 | 1 | 1
CCOc1cccc(/C(O)=C2/C(=O)C(=O)N(CCOC)C2c2ccncc2)c1 (centres undefined) | -0.8 | 2 | -2 | 1 | 107 | 1298 | 3 | -3 | 8 | -4 | 0.9
CCOC(=O)CC(=O)Nc1ccccc1C(=O)O | 0.13 | 17 | 6 | 1 | 97 | 1474 | 5 | 0 | 0 | 6 | 1

Screening data (PubChem BioAssay)

Not a hit list; overall some 3.7% were active at least once.
